Bioassay records: PubChem, several laboratories
CAL PDZ FP-1: untagged CAL PDZ binding inhibitors, primary screen, biochemical, fluorescence polarization, HTS; inhibition, % at 24.9 µM; 300,000 compounds, 0.92% hits; purified CAL PDZ, TMR-peptide fluorescence polarization, 1 h; AID 602252, 2012;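 active means mean inhibition of at least 30% with at least half of replicates also reaching 30%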;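 further: 0% = DMSO neutral control and 100% = excess unlabeled competitor peptide PRC23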
CAL PDZ FP-2: CAL PDZ peptide-binding inhibitors, primary screen, biochemical, fluorescence polarization, Cer-tagged CAL PDZ, HTS; Golgi-associated PDZ and coiled-coil motif-containing protein (Homo sapiens), Q9HD26; purified CAL PDZ, TMR-peptide fluorescence polarization, 1 h; inhibition, % at 20 µM; 330,000 compounds, 0.02% hits; AID 504414, 2011;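 active means highest replicate inhibition of at least 40%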;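 further: plate controls were DMSO neutral control wells for no effect and unlabeled competitor peptide control wells for full effect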
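Material: tagged CAL PDZ domain; buffer or medium: 25 mM sodium phosphate pH 7.4, 150 mM NaCl, TCEP, IgG, Thesit; compound dosing: single point, 20 µM; schedule: 1 h incubation at room temperature before polarization reading; measured by: FP readout, S and P plane fluorescence; read-out basis: percent inhibition from loss of millipolarization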
Keap1 Nrf2 FP: Keap1-Nrf2 protein-protein interaction inhibitors, primary screen, biochemical, fluorescence polarization, single point; Kelch-like ECH-associated protein 1 (Homo sapiens), Q14145; Keap1 Kelch-Nrf2 peptide fluorescence polarization, 1536-well; inhibition, % at 9.4 µM; 340,000 compounds, 0.15% hits; AID 504523, 2011; in the data active means inhibition above about 12%;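 further: human Keap1 Kelch domain with fluorescein labeled Nrf2 9mer peptide probe; 0% = neutral control wells and 100% = peptide positive control; higher means more block of Keap1 binding to Nrf2 peptide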
Target sequence (Q14145 whole entry, looked up, the tested form may be a part): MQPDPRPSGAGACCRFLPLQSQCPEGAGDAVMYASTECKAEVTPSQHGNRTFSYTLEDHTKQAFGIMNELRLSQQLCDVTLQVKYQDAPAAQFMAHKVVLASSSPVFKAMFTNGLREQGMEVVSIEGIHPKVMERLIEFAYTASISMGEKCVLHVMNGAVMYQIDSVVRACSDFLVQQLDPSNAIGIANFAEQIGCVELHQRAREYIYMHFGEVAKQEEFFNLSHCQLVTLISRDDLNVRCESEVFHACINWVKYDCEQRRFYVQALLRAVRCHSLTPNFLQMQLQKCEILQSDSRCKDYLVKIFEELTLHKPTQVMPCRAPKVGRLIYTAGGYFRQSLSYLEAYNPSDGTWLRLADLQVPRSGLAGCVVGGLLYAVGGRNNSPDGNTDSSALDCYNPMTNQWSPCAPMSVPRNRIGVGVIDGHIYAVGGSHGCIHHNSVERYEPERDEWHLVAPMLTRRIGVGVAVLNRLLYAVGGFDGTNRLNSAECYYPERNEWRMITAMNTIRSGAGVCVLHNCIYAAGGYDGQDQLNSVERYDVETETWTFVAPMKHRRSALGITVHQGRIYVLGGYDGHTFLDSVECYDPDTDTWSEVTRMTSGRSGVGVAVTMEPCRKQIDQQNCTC
Arrestin-AP2 inh: inhibitors of beta-arrestin/AP2 binding, primary screen, biochemical, GPCR trafficking, flow cytometry | beta-arrestin 1 C-terminal peptide binding to AP2 beta2-adaptin appendage (human) | FITC-arrestin peptide / GST-AP2 beads; AP2 beta2 appendage carries R879A mutation | inhibition, % at 10 µM | 340,000 compounds, 0.31% hits | AID 504490, 2011;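 active means inhibition above a set limit, near 3 SD of compounds lacking own fluorescence, cut at about 54% in these data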;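 further: plate controls were DMSO wells for no effect and 5 µM unlabelled arrestin peptide for full effect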
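System: GST-AP2 R879A glutathione beads; medium: PBS, Tween 20 0.05%, BSA 0.1%; reagent: fluorescein-tagged arrestin peptide at 50 nM final; schedule: pre-incubation 12 min, peptide binding 1 h, room temperature; detection: flow cytometry, FL1 (488/535 nm); read-out: inhibition as reduced fluorescein signal on beads, percent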
LANA DNA inh: inhibitors of KSHV C-LANA binding to DNA, primary screen, biochemical, fluorescence polarization, FAM-LBS DNA, MBP-C-LANA, single point; Kaposi's sarcoma herpesvirus LANA C-terminal domain (residues 932-1162) DNA binding; inhibition, % at 9 µM; 340,000 compounds, 0.078% hits; AID 504423, 2011;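 active means highest replicate inhibition at or above 60% at 9 µM, even if other replicates fall short; inactive means all replicates below 60% inhibition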;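 further: 0% = neutral control wells and 100% = 4 µM acridine orange control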
Pemphigus Ab inh: inhibitors of pemphigus antibody binding to DSG3, primary screen, biochemical, bead-based, flow cytometry, scFv-GFP. Desmoglein-3 (Homo sapiens), P32926. DSG3-coupled beads, scFv-anti-DSG3-GFP binding; active compounds read low. binding (percent of control), % at 10 µM. 310,000 compounds, 0.48% hits;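 active means binding more than 3 SD below its plate's average and above zero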;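 further: hits lower antibody fragment binding to DSG3; some compounds called inactive have numbers as strong as hits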
Cardiac RTF inh: cardiac RTF calcium sensitivity inhibitors, primary screen, biochemical, IANBD-TnC fluorescence, EC70 calcium; 340,000 compounds, 0.12% hits; inhibition, % at 7.15 µM; IANBD-labeled cardiac RTF, Ca2+ fluorescence; AID 493244, 2011; Troponin I, cardiac muscle (Homo sapiens) + Troponin T, cardiac muscle (Homo sapiens) + …;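 active means inhibition above the mean inhibition of all tested compounds plus 3 SD, cut at about 17% in these data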;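 further: assay run at fixed EC70 calcium of 1.6 mM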
DAGLB inh: DAGLB lipase inhibitors, primary screen, biochemical, fluorescence, HTS. Diacylglycerol lipase-beta (Homo sapiens), Q8NCG7. HEK293T DAGLB membrane lysate, EnzChek fluorogenic substrate. inhibition, % at 5.17 µM. 340,000 compounds, 0.059% hits; in the data active means inhibition above about 34%;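 further: 0% = enzyme with vehicle and 100% = wells lacking enzyme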
NSD2 HMT inh: NSD2 histone methyltransferase inhibitors, primary screen, biochemical, AlphaScreen, single concentration, set 2. inhibition, % at 12.5 µM. NSD2 peptide methylation, 120 min. Histone-lysine N-methyltransferase NSD2 (Homo sapiens), O96028. 310,000 compounds, 0.54% hits; in the data active means inhibition above about 50%
V-ATPase pHluor: regulators of yeast V-ATPase proton pumping, primary screen, pHLuorin cytosolic pH fluorescence | S. cerevisiae | response, % at 10 µM | 350,000 compounds, 0.37% hits | AID 504577, 2011; in the data active means response mostly above about 7.3%, no sharp cut-off; inactive means mostly below about 5.4%; further: actives read high; inactives centre near 0; some compounds called inactive have numbers as strong as hits; reference of the scale not given here
Starred values were filed as active, the others as inactive. Only part of the results is shown. The share of hits here may be higher or lower than overall.

`COc1ccc(Cl)cc1S(=O)(=O)NCc1cccs1` gave CAL PDZ FP-2 0.6, Keap1 Nrf2 FP -3, Arrestin-AP2 inh 2, LANA DNA inh -1.7, Pemphigus Ab inh 100, Cardiac RTF inh -2, DAGLB inh -1, NSD2 HMT inh -1 and V-ATPase pHluor 10.
For Cc1cc(C)nc(CCNC(=O)c2cc(COc3ccccc3)on2)n1 the results were CAL PDZ FP-1 4, CAL PDZ FP-2 -2.4, Keap1 Nrf2 FP -5, Arrestin-AP2 inh -6, LANA DNA inh -0.5, Pemphigus Ab inh 110, Cardiac RTF inh -3, DAGLB inh -3, NSD2 HMT inh 2 and V-ATPase pHluor -1.
Screening CCOCCc1nnc(NC(=O)C2CC(=O)N(CCc3ccc(F)cc3)C2)s1 (stereo not given) returned CAL PDZ FP-1 59*, CAL PDZ FP-2 -0.5, Keap1 Nrf2 FP -1, Arrestin-AP2 inh 23, LANA DNA inh -2.3, Pemphigus Ab inh 108, Cardiac RTF inh -16, DAGLB inh -4, NSD2 HMT inh 19 and V-ATPase pHluor -1.
`O=C(NCCN1CCN(Cc2ccccc2)CC1)Nc1cc(Cl)cc(Cl)c1` gave CAL PDZ FP-1 10, CAL PDZ FP-2 -1.8, Keap1 Nrf2 FP -7, Arrestin-AP2 inh -9, LANA DNA inh -1.2, Cardiac RTF inh -11, DAGLB inh -3, NSD2 HMT inh 1 and V-ATPase pHluor -1.
`C=CCN1C=CC(=O)CC1` gave CAL PDZ FP-1 -2, CAL PDZ FP-2 -0.7, Keap1 Nrf2 FP -1, Arrestin-AP2 inh 5, LANA DNA inh 0.4, Cardiac RTF inh -6, DAGLB inh -2 and V-ATPase pHluor 1.
Screening COc1cccc2c1CCC(NC(C)=O)C2=O (stereo not given) returned CAL PDZ FP-1 4, CAL PDZ FP-2 0.1, Keap1 Nrf2 FP -4, Arrestin-AP2 inh 5, LANA DNA inh -1.3, Pemphigus Ab inh 83, Cardiac RTF inh -11, DAGLB inh 0, NSD2 HMT inh 1 and V-ATPase pHluor 0.
Screening CC(C)[C@H](NC(=O)c1ccco1)C(=O)OCC(=O)Nc1ccc(F)cc1 returned CAL PDZ FP-1 -1, CAL PDZ FP-2 -1.7, Keap1 Nrf2 FP -2, Arrestin-AP2 inh 35, LANA DNA inh -0.8, Pemphigus Ab inh 94, Cardiac RTF inh -3, DAGLB inh -1, NSD2 HMT inh 0 and V-ATPase pHluor -5.
For Cc1ccc(-c2noc(/C=C/c3ccccc3)n2)cc1 the results were CAL PDZ FP-1 -2, CAL PDZ FP-2 -2.8, Keap1 Nrf2 FP -1, Arrestin-AP2 inh 26, LANA DNA inh -2.6, Pemphigus Ab inh 75, Cardiac RTF inh 10, DAGLB inh -21, NSD2 HMT inh -8 and V-ATPase pHluor 2.
`Cc1nnc(SCC(=O)Nc2sc3c(c2C#N)CCCC3)[nH]c1=O` gave CAL PDZ FP-1 -9, CAL PDZ FP-2 -1.3, Keap1 Nrf2 FP -4, Arrestin-AP2 inh 3, LANA DNA inh 0.9, Pemphigus Ab inh 96, Cardiac RTF inh -1, DAGLB inh 5, NSD2 HMT inh 4 and V-ATPase pHluor -1.
O=C(OCC(O)C(O)C(O)C(SCc1ccccc1)SCc1ccccc1)c1ccccc1 (stereo not given) was read as CAL PDZ FP-1 -5, CAL PDZ FP-2 -0.8, Keap1 Nrf2 FP -1, Arrestin-AP2 inh -9, LANA DNA inh -1.4, Pemphigus Ab inh 96, Cardiac RTF inh 6, DAGLB inh -3, NSD2 HMT inh -3 and V-ATPase pHluor -4.

Next section; the last 3 above are carried over.
For Cc1ccc(-c2noc(/C=C/c3ccccc3)n2)cc1 the results were CAL PDZ FP-1 -2, CAL PDZ FP-2 -2.8, Keap1 Nrf2 FP -1, Arrestin-AP2 inh 26, LANA DNA inh -2.6, Pemphigus Ab inh 75, Cardiac RTF inh 10, DAGLB inh -21, NSD2 HMT inh -8 and V-ATPase pHluor 2.
`Cc1nnc(SCC(=O)Nc2sc3c(c2C#N)CCCC3)[nH]c1=O` gave CAL PDZ FP-1 -9, CAL PDZ FP-2 -1.3, Keap1 Nrf2 FP -4, Arrestin-AP2 inh 3, LANA DNA inh 0.9, Pemphigus Ab inh 96, Cardiac RTF inh -1, DAGLB inh 5, NSD2 HMT inh 4 and V-ATPase pHluor -1.
O=C(OCC(O)C(O)C(O)C(SCc1ccccc1)SCc1ccccc1)c1ccccc1 (stereo not given) was read as CAL PDZ FP-1 -5, CAL PDZ FP-2 -0.8, Keap1 Nrf2 FP -1, Arrestin-AP2 inh -9, LANA DNA inh -1.4, Pemphigus Ab inh 96, Cardiac RTF inh 6, DAGLB inh -3, NSD2 HMT inh -3 and V-ATPase pHluor -4.
For O=[n+]1cc(-c2cc3ccccc3o2)n([O-])c2c1CCCC2 the results were CAL PDZ FP-1 -2, CAL PDZ FP-2 -0.4, Keap1 Nrf2 FP -1, Arrestin-AP2 inh -8, LANA DNA inh 0.6, Pemphigus Ab inh 100, Cardiac RTF inh 5, DAGLB inh -1, NSD2 HMT inh -7 and V-ATPase pHluor 2.
Screening CCCCS/C(N)=N/N=C/c1ccccc1O returned CAL PDZ FP-1 -2, CAL PDZ FP-2 -0.6, Keap1 Nrf2 FP 2, Arrestin-AP2 inh 19, LANA DNA inh -0.7, Pemphigus Ab inh 98, Cardiac RTF inh 1, DAGLB inh -8, NSD2 HMT inh -6 and V-ATPase pHluor -4.
CCN1C(C(=O)Nc2cc(C)on2)=C(O)c2ccccc2S1(=O)=O was read as CAL PDZ FP-1 -7, CAL PDZ FP-2 -0.7, Keap1 Nrf2 FP 1, Arrestin-AP2 inh 34, LANA DNA inh -2.3, Pemphigus Ab inh 101, Cardiac RTF inh 0, DAGLB inh -4, NSD2 HMT inh 5 and V-ATPase pHluor -1.
Screening CCOc1cc(-c2nc3ccccn3c2NCC2CCCO2)ccc1O (stereo not given) returned CAL PDZ FP-1 -2, CAL PDZ FP-2 -1.6, Keap1 Nrf2 FP 2, Arrestin-AP2 inh 8, LANA DNA inh 0.9, Pemphigus Ab inh 96, Cardiac RTF inh -6, DAGLB inh 2, NSD2 HMT inh -3 and V-ATPase pHluor 4.
For COC(=O)c1nc(N)sc1C the results were CAL PDZ FP-1 -2, CAL PDZ FP-2 -2.0, Keap1 Nrf2 FP -5, LANA DNA inh -0.6, Pemphigus Ab inh 87, Cardiac RTF inh 3, DAGLB inh 1, NSD2 HMT inh 1 and V-ATPase pHluor 3.
`CCN1C(=O)/C(=C2\C=Cc3cc(C)ccc3N2CC)OC1=S` gave CAL PDZ FP-1 -1, CAL PDZ FP-2 0.8, Keap1 Nrf2 FP 1, Arrestin-AP2 inh 6, LANA DNA inh -0.7, Pemphigus Ab inh 110, Cardiac RTF inh -5, DAGLB inh 5, NSD2 HMT inh 28 and V-ATPase pHluor -3.
Screening O=C(Nc1ccnn1C1CCN(Cc2ccc3nonc3c2)CC1)c1cccc(F)c1 returned CAL PDZ FP-2 -0.8, Keap1 Nrf2 FP -4, Arrestin-AP2 inh -7, LANA DNA inh -0.3, Pemphigus Ab inh 110, Cardiac RTF inh 3, DAGLB inh -3, NSD2 HMT inh 25 and V-ATPase pHluor 1.
For Fc1ccc(C2=CSC3=NCCN23)cc1 the results were CAL PDZ FP-1 -4, CAL PDZ FP-2 0.2, Keap1 Nrf2 FP 1, Arrestin-AP2 inh 37, LANA DNA inh 0.4, Pemphigus Ab inh 102, Cardiac RTF inh 0, DAGLB inh 1, NSD2 HMT inh -1 and V-ATPase pHluor 1.
For CCOC(=O)C1C(=O)CC(C)(O)C(C(=O)OCC)C1c1ccc(NC(C)=O)cc1 (stereo not given) the results were CAL PDZ FP-1 -2, CAL PDZ FP-2 -2.2, Keap1 Nrf2 FP -5, Arrestin-AP2 inh -9, LANA DNA inh -1.8, Pemphigus Ab inh 89, Cardiac RTF inh -9, DAGLB inh 1, NSD2 HMT inh 0 and V-ATPase pHluor -1.
`COc1nc(OC)nc(N2CCC(C(=O)Nc3cccc4ccccc34)CC2)n1` gave CAL PDZ FP-1 -2, CAL PDZ FP-2 -1.7, Keap1 Nrf2 FP 6, Arrestin-AP2 inh 6, LANA DNA inh 1.5, Pemphigus Ab inh 127, Cardiac RTF inh -12, DAGLB inh 2, NSD2 HMT inh -1 and V-ATPase pHluor -5.
Screening CCOC(=O)C1CCCCN1C(=O)CCc1nnc(-c2ccc3c(c2)OCO3)o1 (stereo not given) returned CAL PDZ FP-1 -3, CAL PDZ FP-2 -0.1, Keap1 Nrf2 FP 0, Arrestin-AP2 inh -12, LANA DNA inh -0.3, Pemphigus Ab inh 95, Cardiac RTF inh -6, DAGLB inh -1, NSD2 HMT inh -1 and V-ATPase pHluor -2.
`CN(C)S(=O)(=O)N(CC(=O)Nc1ccccc1)c1ccccc1` gave CAL PDZ FP-1 -3, CAL PDZ FP-2 -1.0, Keap1 Nrf2 FP -2, Arrestin-AP2 inh 6, LANA DNA inh 4.1, Pemphigus Ab inh 118, Cardiac RTF inh -8, DAGLB inh -1, NSD2 HMT inh -1 and V-ATPase pHluor 2.
Cc1onc(-c2ccccc2)c1-c1n[nH]c(=S)n1-c1ccccc1Cl was read as CAL PDZ FP-1 12, CAL PDZ FP-2 2.2, Keap1 Nrf2 FP 1, Arrestin-AP2 inh 12, LANA DNA inh -0.1, Pemphigus Ab inh 106, Cardiac RTF inh -1, DAGLB inh -1, NSD2 HMT inh 4 and V-ATPase pHluor 4.
NC(=O)/C(=C\c1cccnc1)NC(=O)c1ccccc1 was read as CAL PDZ FP-1 3, CAL PDZ FP-2 -7.7, Keap1 Nrf2 FP -3, Arrestin-AP2 inh -7, LANA DNA inh -1.1, Pemphigus Ab inh 103, Cardiac RTF inh -10, DAGLB inh 2, NSD2 HMT inh 0 and V-ATPase pHluor -3.
